Assay outcomes: PubChem, National Center for Advancing Translational Sciences (NCATS)
APEX1 inh: blocks human APE1 abasic DNA cleavage. P27695. recombinant APE1, TAMRA/BHQ-2 abasic DNA cleavage fluorescence. Potency, µM (highest dose often 65.8 µM), for the others: at the top dose activity change, negative = inhibition, most hits filed as inhibitors. 350,000 tested, 0.35% active. AID 2517;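 further: potency means the concentration at half of the fitted maximal effect; plate controls were vehicle for no effect and reference inhibitor for full effect; nearly all actives have a fitted effect of over 55% in size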
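Quantitative HTS: incision of a TAMRA/BHQ-2 double-stranded substrate bearing a tetrahydrofuran abasic site by 0.75 nM APE1 raises fluorescence. Substrate 50 nM final, added after 15 min compound preincubation at room temperature; progress as third-minus-first kinetic read difference.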
Pol beta inh: DNA polymerase beta (human) inhibition; 340,000 tested, 1.3% active; P06746; AID 485314; Pol beta primer extension/strand displacement, fluorescence kinetic; Potency, µM (series often up to 114 µM), for inactives: at the highest dose activity change, negative = inhibition, most hits filed as inhibitors; further: potency means the concentration at half of the fitted maximal effect; on the % scale 0 is the no-effect control and ±100 the full control effect
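Human Pol beta at 10 nM; strand-displacement substrate 50 nM final. Compound exposure 15 min at room temperature before start, reaction 10 min at room temperature.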
POLK inh: inhibitors of human DNA polymerase kappa | Q9UBT6 | purified Pol kappa, fluorescent DNA synthesis assay, 10 min | Potency, µM (highest dose often 107 µM), for the others: top-dose activity, negative = inhibition, hits mostly inhibitors | 400,000 tested, 0.53% active; further: potency means the concentration at half of the fitted maximal effect; on the % scale 0 is the no-effect control and ±100 the full control effect
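Here, compound and 10 nM enzyme are combined for 15 min at room temperature; adding 50 nM substrate (final) starts DNA synthesis, tracked by fluorescence at 0 and 10 min against buffer-only wells.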
ALOX12 inh: ALOX12 (human) lipoxygenase inhibition. P18054. purified 12hLO, xylenol orange hydroperoxide absorbance. Potency, µM (doses to about 108 µM), for the others: at the highest dose activity change, negative = inhibition, actives largely listed as inhibitors. 580,000 tested, 1.1% active. AID 1671190; further: potency means the concentration at half of the fitted maximal effect; on the % scale 0 is the no-effect control and ±100 the full control effect
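Purified human 12hLO (150 nM final) in 25 mM Hepes, 0.01% Triton X-100, pH 7.0 was preincubated 15 min at room temperature with compound. Then 40 uM arachidonic acid was added, 30 min. Hydroperoxide was read by Fe-XO absorbance ratio 573/405 nm.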
Apoferritin bind: binds horse apoferritin like a general anesthetic. P02791. apoferritin/1-aminoanthracene competitive binding, fluorescence. Potency, µM (top dose mostly 77.5 µM), for inactives: at the top dose activity change, negative = displacement, usual class: inhibitors. 350,000 tested, 0.074% active; further: potency means the concentration at half of the fitted maximal effect; on the % scale 0 is the no-effect control and ±100 the full control effect; nearly all actives have a fitted effect of over 20% in size
Target sequence (P02791 2-175 limits assumed): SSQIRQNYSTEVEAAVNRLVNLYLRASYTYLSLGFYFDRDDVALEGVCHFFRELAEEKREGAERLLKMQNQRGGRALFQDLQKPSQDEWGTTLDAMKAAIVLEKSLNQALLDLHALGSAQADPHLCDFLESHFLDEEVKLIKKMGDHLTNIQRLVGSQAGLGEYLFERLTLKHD
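In PBS, apoferritin at 10 uM is loaded with 1-AMA from a 50% saturated solution. After 10 min of compound exposure at ambient temperature, reduced 535 nm fluorescence indicates probe displacement.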
RGS4 inh: blocks human RGS4-accelerated GTP hydrolysis; 390,000 tested, 0.039% active; AID 504845; Transcreener GDP fluorescence polarization, RGS4-accelerated GTP hydrolysis; P49798; Potency, µM (titrated, usually from 114 µM), without a hit: at the highest dose activity change, negative = inhibition, usual class: inhibitors; further: potency means the concentration at half of the fitted maximal effect; on the % scale 0 is the no-effect control and ±100 the full control effect; nearly all actives have a fitted effect of over 75% in size; some results filed as inactive show a strong effect at the top dose
Target sequence (P49798 whole entry, looked up): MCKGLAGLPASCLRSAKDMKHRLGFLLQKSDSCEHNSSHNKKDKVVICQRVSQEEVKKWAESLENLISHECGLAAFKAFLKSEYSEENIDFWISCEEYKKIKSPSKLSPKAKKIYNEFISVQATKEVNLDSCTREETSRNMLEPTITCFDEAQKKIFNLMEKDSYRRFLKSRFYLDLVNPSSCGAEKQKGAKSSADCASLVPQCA
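MLSMR compounds (23 nl, pin-transferred) preincubated 10 min at room temperature with a 500nM (2x) first reagent, then RGS4 at 900nM (2x) plus Transcreener GDP mix added; fluorescence polarization (620/688 nm) read before and after 90 min at 30 °C.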
LDHA inh: blocks human lactate dehydrogenase A | P00338 | purified LDHA, NADH/diaphorase-resazurin fluorescence; hits give low values | activity change, % (values are at about 110 or 230 µM) | 480,000 tested, 0.15% active | AID 1347041; in the data active means activity change below about -30%; inconclusive means mostly about -25% to -30%;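 further: plate controls were DMSO wells for no effect and wells without enzyme for full effect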
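LDH5 2 nM; NADH 0.06 mM, pyruvate 0.2 mM; 200 mM Tris pH 7.4, EDTA, Tween-20; 5 min RT. Detection: diaphorase 0.133 mg/mL + resazurin 37 µM, fluorescence ex540/em590 at 0 and 20 min; normalized to enzyme-free and DMSO wells.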
ERG-DNA inh: blocks human ERG Ets domain binding to DNA. P11308. fluorescence polarization, His-ERG Ets domain / labelled DNA. Potency, µM (top dose mostly 76.9 µM), for inactives: top-dose FP activity, negative = inhibition, most hits filed as inhibitors. 370,000 tested, 0.028% active. AID 624246; active means well fitted inhibition curve with a large enough effect in the polarisation, with a control signal flat; inconclusive means small, poorly fitted or top-dose-only effect, or effect the other way, or a change in a side signal; inactive means no such curve, though single readings can be large or run the other way; the % refers to the polarisation;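 further: polarization taken with two DNA probes labelled with fluorescein and Texas red; potency means the concentration at half of the fitted maximal effect; % of control where 0% means no effect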
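His-tagged ERG Ets domain (1 uM in the protein solution; 300mM KCl, 50mM Tris-HCl, 1mM EDTA, 1mM DTT, pH 7.5) received compound, then a probe mix of 5 nM fluorescein-DNA and 100nM Texas-615-DNA. Fluorescence polarization was read for both dyes.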
POLH inh: blocks human DNA polymerase eta activity; Q9Y253; recombinant Pol eta, fluorescent DNA replication assay; Potency, µM (highest dose often 114 µM), without a hit: top-dose activity change, negative = inhibition, actives largely listed as inhibitors; 390,000 tested, 1.2% active; AID 588591; further: potency means the concentration at half of the fitted maximal effect; on the % scale 0 is the no-effect control and ±100 the full control effect
Target sequence (Q9Y253 whole entry, looked up): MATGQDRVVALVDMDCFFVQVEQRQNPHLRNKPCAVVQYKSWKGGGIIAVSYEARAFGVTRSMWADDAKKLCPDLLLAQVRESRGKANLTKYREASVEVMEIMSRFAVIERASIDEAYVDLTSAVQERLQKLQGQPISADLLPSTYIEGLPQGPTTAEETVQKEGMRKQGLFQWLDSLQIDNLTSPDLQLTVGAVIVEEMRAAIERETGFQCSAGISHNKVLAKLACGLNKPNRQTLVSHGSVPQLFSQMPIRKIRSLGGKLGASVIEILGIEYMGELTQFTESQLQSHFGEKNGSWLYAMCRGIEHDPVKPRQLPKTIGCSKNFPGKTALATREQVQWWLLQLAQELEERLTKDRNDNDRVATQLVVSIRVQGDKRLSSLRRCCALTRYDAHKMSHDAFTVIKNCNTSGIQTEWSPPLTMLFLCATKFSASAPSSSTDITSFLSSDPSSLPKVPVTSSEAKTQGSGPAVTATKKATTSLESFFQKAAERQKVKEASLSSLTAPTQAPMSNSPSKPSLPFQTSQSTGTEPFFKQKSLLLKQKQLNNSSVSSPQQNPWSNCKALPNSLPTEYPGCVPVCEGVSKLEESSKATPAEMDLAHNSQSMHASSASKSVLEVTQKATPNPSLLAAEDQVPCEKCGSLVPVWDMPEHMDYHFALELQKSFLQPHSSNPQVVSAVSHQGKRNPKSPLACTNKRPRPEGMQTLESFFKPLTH
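Fluorescent replication assay: 50 nM final substrate added after a 15 min room-temperature compound preincubation with 10 nM enzyme. Signal taken at 0 min and again at 10 min.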
An asterisk follows results filed as active; i = inactive; ? = inconclusive; . = not tested or not shown; & = joins results of further samples; [ ] = dose if it differs, or a comment. Unless noted, the call rests on the fitted dose curve; in most records, active means well fitted curve in the direction sought with a large enough effect; inconclusive means small, poorly fitted or top-dose-only effect, or another doubt; inactive means no such curve, though single readings can be large; an effect the other way counts as inactive or inconclusive. This is a subset; rates above refer to the full screens.

SMILES	APEX1 inh	Pol beta inh	POLK inh	ALOX12 inh	Apoferritin bind	RGS4 inh	LDHA inh	ERG-DNA inh	POLH inh
Cc1ccc(S(=O)(=O)NC(C(=O)Oc2ccc3c(C)c(Cl)c(=O)oc3c2)c2ccccc2)cc1 (stereo not given)	3%	2%	0%	-17%	846%[activator]	-38%	2	-5%	-6%
Cc1noc(C)c1S(=O)(=O)Nc1ccc(C(=O)N2CCCCC2)cc1	-3%	0%	-16%	0%	-3%	16%	-7	.	10%
COc1ccc(C(=O)NCc2ccon2)cc1OC1CCN(C(C)C)CC1	-12%	3%	-1%	0%	3%	3%[56.9 µM]	-4	-4%	-12%
O=C1CC(NCc2ccccc2)C(=O)N1c1ccc(F)cc1 (stereo not given)	-1%	0%	0%	3%	-9%	9%	-3	-1%	-10%
OC1(c2ccc(F)cc2)CCN(Cc2cccnc2)CC1	27%	11%	8%	-10%	-5%	-23%	-4	-28%	-3%
COc1ccc(-n2nc(C(=O)N(C)c3cc(C)ccc3C)c3c4ccccc4n(C)c3c2=O)cc1Cl	.	18%	2%	-18%	-1%	1%	-9	1%	-3%
Cc1nn(-c2ccccc2)c(C)c1NC(=O)c1ccc(S(=O)(=O)N2CCCC2)cc1	0%	39%	-5%	-29%	-21%	-2%	4	.	5%
Cc1cc(C=C2C(=O)c3ccccc3C2=O)c(C)n1-c1ccc(C(=O)O)cc1	?	?	?	?	-9%	-15%	-7	11%	25µM*
CC(C)OCCCNC(=O)CCCn1c(SCC(=O)c2ccc(F)cc2)nc2c(sc3ccccc32)c1=O	.	-3%	-9%	-5%	0%	-9%	-4	-9%	-4%
COc1cc(/C=N\NC(=O)Cn2nnc3ccccc32)cc(OC)c1OC	0%	2%	-2%	6%	-7%	-5%	2	3%	-11%
O=C(CN1C(=O)NC2(CCOc3ccccc32)C1=O)Nc1ccc2c(c1)OCCO2 (stereo not given)	-1%	-3%	2%	0%[57.4 µM]	?	-47%	0	-6%	7%
COCCN(C)Cc1nc(C(c2ccccc2)c2ccccc2)no1	27%	25%	1%	1%	5%	-8%	-1	-11%	-20%
O=C(C1CCN(S(=O)(=O)c2cccnc2)CC1)N1CCN(c2ccc(Cl)cc2)CC1	13%	5%	15%	-16%	0%	-18%	-1	8%	-7%
CC(=O)c1c(C)[nH]c(C(=O)OCC(=O)NCC(C)C)c1C	2%	22%	-3%	1%	-8%	-16%	-3	0%	-4%
COc1ccccc1NC(=O)c1cc(OC)c(OC)cc1[N+](=O)[O-]	11%	14%	-1%	-18%	-9%	5%	-4	-7%	-20%
CC(=O)n1cc([C@H]2C=C(C(=O)Nc3ccccc3)O[C@@H](OCCCCO)C2)c2ccccc21	12%	5%	-1%	?	-17%	-5%	-1	-5%	-24%
CC(=O)C1(O)CCC2C3CCC4CC(=O)CCC4(C)C3C(=O)CC21C (stereo not given)	.	.	-3%	-16%	.	25%	1	5%	-8%
COc1ccccc1C(=O)NCCC(=O)NCCc1ccccc1	-12%	-7%	-6%	0%	-14%	4%	2	5%	-6%
CCCN(CCC)CCNC(=O)c1cc(-c2ccc(Br)s2)nc2ccccc12	.	7%	-18%	?	-10%	0%	6	-3%	-22%
COC(=O)Cc1ccc(NC(=S)NCc2ccccc2OC)cc1	0%	3%	3%	?	-10%	-6%	0	3%	-10%
O=C(COC(=O)Cc1ccsc1)Nc1ccccc1	0%	3%	-3%	0%	-9%	-7%	-3	6%	-11%
CCOc1ccc(C2C(C#N)=C(N)SC(N)=C2C#N)cc1OCC	7%	24%	-15%	?	-22%	-48%	0	4%	-6%
COc1ccccc1CCNC(=O)Nc1cccc([N+](=O)[O-])c1	4%	20%	8%	-18%	-15%	-20%	3	6%	-15%
C/C(=C\C#N)n1nc(C)cc1N	0%	27%	-4%	4%	-4%	0%	-1	.	-10%
CC(C)(C)c1ccc(-c2cc(-c3ccccc3O)[nH]n2)cc1	-4%	26%	-13%	?	-20%	-1%	-2	-6%	-24%
COc1cccc(N2CCN(C(=O)CCc3c(C)nc4c(c3C)c(=O)n(C)c(=O)n4C)CC2)c1	.	27%	-1%	2%	-6%	-36%	2	1%	-22%
CCCCn1cnc2c(SCc3cccc(F)c3)nc(N)nc21	.	.	-7%	-22%	.	1%	2	-2%	?
CC(=O)c1cccc(NS(=O)(=O)c2ccc3[nH]c4c(c3c2)CCCCC4)c1	.	-21%	-15%	?	-15%	-40%	3	-4%	-18%
Cc1ccccc1N1CCN(C2CCCN(C(=O)c3cc[n+]([O-])cc3)C2)CC1 (stereo not given)	5%	15%	4%	0%	-1%	-11%	0	17%	-21%
CCOC(=O)N1CCC(NC(=O)c2cc(COc3ccc(F)cc3Cl)on2)CC1	63%[activator]	0%	-3%	245%[activator]	-8%	-30%	0	4%	-17%
OC(CN1CCOCC1)CN(c1ccccc1)c1ccccc1 (stereo not given)	-3%	-1%	0%	?	-13%	-47%	-5	.	2%
CCOc1ccc(NC(=O)CC2C(=O)N(C)C(=S)N2Cc2ccc3c(c2)OCO3)cc1 (stereo not given)	2%	21%	1%	?	0%	-25%	3	8%	-21%
CCCn1c(CCC(=O)Nc2cc(Cl)c(OC)cc2OC)nc2cccnc21	.	5%	-7%	-12%	-2%	-2%	-5	0%	0%
COc1ccc(C(CC(=O)NCc2ccccc2)C(C)C)cc1 (stereo not given)	3%	0%	-10%	-2%	-12%	3%	-5	-9%	-20%
COC(=O)CS(=O)(=O)c1nnc([C@H](Cc2ccccc2)NC(=O)OC(C)(C)C)o1	-1%	7%	-24%	0%	-17%	?	9	-4%	-19%
CCOC(=O)c1ccc(NC(=O)CSc2nccn2C)cc1	0%	-9%	3%	-12%	-15%	-26%	-2	-17%	8%
O=C(COC(=O)c1cc[n+]([O-])cc1)Nc1ccc(Cl)cc1[N+](=O)[O-]	-4%	5%	-9%	-10%	-10%	-36%	0	-1%	-8%
COc1ccccc1CNC(=O)[C@H](C)N1C(=O)N2CCc3c([nH]c4ccccc34)[C@@]2(C)C1=O	3%	2%	-3%	3%	-12%	23%	-4	17%	-19%
CCN(CC(=O)Nc1c(F)cccc1F)C(=O)c1ccc(Cl)c(S(=O)(=O)N2CCCCC2)c1	-6%	17%	15%	0%	-10%	-1%	-2	0%	-17%
COc1cccc(-c2csc(N3CCN(C(=S)Nc4ccccc4Cl)CC3)n2)c1	-9%	16%	-14%[60.1 µM]	-9%	-3%	-15%	-2	.	-6%

A few values from the results shown:
For POLK inh, CCOc1ccc(NC(=O)CC2C(=O)N(C)C(=S)N2Cc2ccc3c(c2)OCO3)cc1 (stereo not given) is entered as 1%
For POLH inh, O=C(COC(=O)c1cc[n+]([O-])cc1)Nc1ccc(Cl)cc1[N+](=O)[O-] is entered as -8%
For POLH inh, COc1ccc(C(CC(=O)NCc2ccccc2)C(C)C)cc1 (stereo not given) is entered as -20%
For POLK inh, CCN(CC(=O)Nc1c(F)cccc1F)C(=O)c1ccc(Cl)c(S(=O)(=O)N2CCCCC2)c1 is entered as 15%
For Pol beta inh, OC(CN1CCOCC1)CN(c1ccccc1)c1ccccc1 (stereo not given) is entered as -1%
For LDHA inh, CCCn1c(CCC(=O)Nc2cc(Cl)c(OC)cc2OC)nc2cccnc21 is entered as -5
For ALOX12 inh, COc1cccc(-c2csc(N3CCN(C(=S)Nc4ccccc4Cl)CC3)n2)c1 is entered as -9%

The listing picks up with the 3 entries that preceded the break.
SMILES	APEX1 inh	Pol beta inh	POLK inh	ALOX12 inh	Apoferritin bind	RGS4 inh	LDHA inh	ERG-DNA inh	POLH inh
COc1ccccc1CNC(=O)[C@H](C)N1C(=O)N2CCc3c([nH]c4ccccc34)[C@@]2(C)C1=O	3%	2%	-3%	3%	-12%	23%	-4	17%	-19%
CCN(CC(=O)Nc1c(F)cccc1F)C(=O)c1ccc(Cl)c(S(=O)(=O)N2CCCCC2)c1	-6%	17%	15%	0%	-10%	-1%	-2	0%	-17%
COc1cccc(-c2csc(N3CCN(C(=S)Nc4ccccc4Cl)CC3)n2)c1	-9%	16%	-14%[60.1 µM]	-9%	-3%	-15%	-2	.	-6%
CCOC(=O)c1ccccc1NC(=O)C1CC(=O)N(C2CCCC2)C1 (stereo not given)	.	.	-16%	-23%	.	3%	-7	1%	15%
Cc1cc(/C=C2/SC(=O)N(CC(=O)N3CCCC3)C2=O)ccc1N1CCOCC1	404%[activator]	-2%	-10%	i	-5%	12%	0	3%	2%
O=C(CCc1ccccc1)n1nc(-c2ccco2)nc1SCc1ccccc1	2%	0%	-4%	119%[activator]	?	-11%	1	3%	1%
NC(=O)COC(=O)c1sc2ccccc2c1Cl	-6%	-6%	-10%	2%	?	5%	-10	2%	-13%
Cc1ccc(NC(=S)NNC(=S)Nc2cccc(C(F)(F)F)c2)cc1	?	7%	0%	?	-12%	?	-3	-6%	-9%
CCOC(=O)C1CCCN(C(=O)c2ccc3c(c2)N(Cc2ccccc2)C(=O)c2ccccc2S3=O)C1 (stereo not given)	-3%	-3%&23%	-4%&-5%	0%&-19%	31%[activator]	2%&-4%	-7&1	-8%&-2%	-23%&-16%
CC1CN(S(=O)(=O)c2cccc(C(F)(F)F)c2)CN1C(=O)N1CCOCC1 (stereo not given)	48%[activator]	0%	2%	14%	2%	-7%	-3	13%	-25%
